High-throughput results: PubChem, National Center for Advancing Translational Sciences (NCATS)
p53ts 32C tox = qHTS Screen for Compounds that Selectively Target Cancer Cells with p53 Mutations: Cytotoxicity of p53ts Cells at the Permissive Temperature; Potency, µM (top dose mostly 46.1 µM), for inactives: at the highest dose activity change, negative = cytotoxicity, actives largely listed as cytotoxic; H1299-p53A138V at 32C, ATP luminescence viability, 24 h; hit rate 0.93% among 130,000;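 also: 0% = DMSO and -100% = full killing by reference compound; nearly all actives have a fitted effect of over 55% in size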
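Viability by ATPlite luminescence after 24 h compound treatment (up to 46 uM) at the permissive 32C. Cells are H1299 carrying p53 A138V. Scale runs from DMSO basal to 100 uM tamoxifen as full kill; AC50 from Hill fits.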
Peg3 imprint = qHTS Assay for Compounds that Induce Erasure of Genomic Imprints; Potency, µM (top dose mostly 60.7 µM), inactives show at the top dose activity change, positive = activation, actives largely listed as activators; mouse ES Peg3-LacZ reporter, beta-gal luminescence, 40 h; hit rate 0.02% among 110,000;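 also: 0% = negative control wells on the plate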
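Readout: BetaGlo luminescence (5 min, room temp) for LacZ from the normally silent maternal Peg3 allele in female Peg3LacZ-Neo ES cells. Cells 300/well, 40 h, 37C, 5% CO2. Data normalized per plate to negative controls.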
IkB signaling = IkB Signaling | ABC-DLBCL IkBa-CBG/CBR dual luciferase ratio, 4 h; response scale: scaled: untreated 0%, proteasome inhibitor 100% | Potency, µM (series often up to 57.1 µM), inactives show at the top dose IkBa stabilization activation | hit rate 0.04% among 110,000 | AID 445, 2006; active = well fitted curve in the direction sought with a large enough effect in the signal ratio, not every such curve was filed as active; inconclusive = small, poorly fitted or top-dose-only effect, or a change in a side signal; the % refers to the signal ratio;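 also: the direction sought is a rising ratio; 0% = basal untreated cells and 100% = reference inhibitor full response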
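Curves were fitted separately to fusion (green), unfused (red) and ratio luminescence, then classed by r2, magnitude and activity. Cells: OCI-Ly3, 4 h compound plus doxycycline at 37C; 10 uM MG-132 defined full response.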
p53ts 39C tox = qHTS Screen for Compounds that Selectively Target Cancer Cells with p53 Mutations: Cytotoxicity of p53ts Cells at the Nonpermissive Temperature. Potency, µM (top dose mostly 46.1 µM), without a hit: at the highest dose activity change, negative = cell killing, usual class: cytotoxic. H1299-p53A138V viability at 39C, ATP luminescence, 24 h. AID 902, 2007. hit rate 1.5% among 130,000; also: nearly all actives have a fitted effect of over 55% in size
* hit, by the source's call; ? = inconclusive; . = no result given; [ ] = another dose, or the depositor's remark. Unless noted, calls follow the shape of the dose curve; as a rule, active = well fitted curve in the direction sought with a large enough effect; inconclusive = small, poorly fitted or top-dose-only effect, or another doubt; inactive = no such curve, though single readings can be large; an effect the other way counts as inactive or inconclusive. Unless noted, % is scaled to controls: 0 for no effect and ±100 for the full control effect; potency is read from the fitted curve at half-maximal effect.

No.	structure	p53ts 39C tox	p53ts 32C tox	IkB signaling	Peg3 imprint
1	CCc1ccc2nc(NC(=O)c3ccc4c(=O)[nH]c(CN5CCOCC5)nc4c3)sc2c1	-3%	-5%	0.2%	-5%
2	COc1ccc(-c2nc(CCNC(=O)c3ccco3)cs2)cc1OC	17%	-5%	-0.7%	-12%
3	CCn1c(=O)c2cc(C(=O)N(CC(C)C)CC(C)C)sc2c2ccccc21	?	7%	?	-14%[10.9 µM]
4	CC(C)c1ccc(-c2nc(N3CCOCC3)[nH]c(=O)c2C#N)cc1	1%	14%	-1.4%	-10%
5	CCCN1C(=O)/C(=C/c2ccc(C)s2)NC1=S	-4%	-25%	.	.
6	COc1cccc(-c2cc(NCc3ccccc3)ncn2)c1	?	?	0.8%[11.4 µM]	-10%
7	CC(C)N(Cc1nc(-c2ccccc2)no1)C(=O)COc1ccccc1	0%	2%	4.8%	-15%
8	O=C(Oc1ccccc1)N1CCC2(CC1)CCN(c1ccccc1)CC2	?	-3%	1.8%[11.4 µM]	.
9	COc1ccc(N(CC(=O)N2CCCCC2)S(=O)(=O)c2ccccc2)c(OC)c1	-2%	3%	-1.0%	6%
10	Cn1cccc1Cc1nnc(SCC(=O)Nc2ccc3c(c2)OCO3)n1-c1ccc(F)cc1	-6%	13%	6.2%	?
11	CCc1ccc(OCc2nc(-c3ccc(-n4cccc4)cc3)no2)cc1	14%	0%	-2.9%	7%[10.9 µM]
12	COc1cc(NC(=O)c2c(-c3ccc(C)cc3)nnc3ccccc23)cc(OC)c1OC	-15%	4%	0.2%	12%[10.9 µM]
13	CCc1ccc(NC(=O)C2CCCN2S(=O)(=O)c2ccc3nc(-c4ccccc4)[nH]c3c2)cc1 (stereo not drawn)	-17%	13%	0.9%	-16%[10.9 µM]
14	O=S(=O)(c1cccc(-c2nnco2)c1)N1CCCC1	-3%	0%	0.5%	-2%
15	CCCNS(=O)(=O)c1cc(Br)cc2c1N(C(=O)CC)CC2	9%	3%	-0.9%	2%
16	O=C(CSc1nc(-c2ccccc2)no1)N1CCN(c2ccc(F)cc2)CC1	13%	0%	?	-7%[10.9 µM]
17	O=C(c1ccco1)N1CCN(S(=O)(=O)c2ccc(C3CCCCC3)cc2)CC1	-4%	-5%	8.1%	-15%
18	Cc1nc2ccccc2c2oc(C(=O)N3CCC(N4CCCCC4)CC3)cc12	25%	-3%	3.7%	-12%
19	Cc1ccc2nc(SCC(=O)NNC(=O)c3ccccc3)[nH]c2c1	-4%	-9%	.	.
20	CC(=O)OCC1OC(c2ccc3c(c2)OCO3)C=CC1OC(C)=O (stereo not drawn)	4%[9.22 µM]	6%[9.22 µM]	.	.
21	O=C1CCCc2sc3c(c2N1)CCCCC3	-6%	-6%	2.0%	-4%
22	Cn1c(=Nc2ccc(N3CCOCC3)cc2)ccc2ccccc21	-18%	1%	0.0%	-6%
23	Cc1cccc(CSc2nc3c(c(=O)[nH]2)CCC3)c1	21%	10%	?	-13%[10.9 µM]
24	CCOC(=O)c1sc(NC(=O)c2cc3nc(-c4ccc(Br)cc4)cc(C(F)(F)F)n3n2)c(C(=O)OCC)c1C	-13%	7%	0.3%	-13%[10.9 µM]
25	O=C(NCC1OCCc2ccccc21)c1ccco1 (stereo not drawn)	-1%	-12%	-2.4%	-13%
26	Cn1c(=O)c2c(ncn2CC(=O)N2CCc3ccccc3C2)n(C)c1=O	5%	-4%	0.7%	-6%
27	Cc1ccccc1NC(=O)c1c(C)oc2ccc(O)c(CN3CCOCC3)c12	-16%	-4%	?	-8%[10.9 µM]
28	Cn1c(Nc2ccc(Cl)cc2)cc(=O)n(C)c1=O	-1%	4%	-2.8%	4%[10.9 µM]
29	O=C(NCCCNCCCNC(=O)c1ccccn1)c1ccccn1	1%	2%	-0.7%	-15%
30	COc1cc2c(cc1OC)CN(CC(=O)Nc1cccc(C)c1)CC2	13%	8%	-1.3%	-16%

Following part
No.	structure	p53ts 39C tox	p53ts 32C tox	IkB signaling	Peg3 imprint
31	COc1ccc(Nc2c(-c3ccc(Cl)cc3)nc3cnccn23)cc1OC	18%	7%	?	18%[10.9 µM]
32	CCOc1ccc(-c2nnc(SCC(=O)NCc3ccccc3)o2)cc1	-13%	-22%	0.8%	27%[10.9 µM]
33	COc1cc(C(C)=O)cc(OC)c1O	6%	-5%	.	12%
34	COCCCNC(=O)COc1cc(C)c(Cl)c(C)c1	8%	-6%	0.1%	-6%
35	COc1ccc(OC)c(Nc2nc(-c3ccc(O)c(O)c3)cs2)c1	?	?	?	19%
36	COC(=O)[C@@H]1C[C@@H]2CC[C@@H](O)C[C@@H]2N1CC1CCCCC1	2%	5%	.	-4%
37	CCc1nnc(NC(=O)CSc2nc3c(c(=O)n2C)SC(C)C3)s1 (stereo not drawn)	18%	2%	-4.3%	-22%
38	COc1ccccc1CNC(=O)CN(c1ccc(C)cc1)S(=O)(=O)c1c(C)nn(C)c1C	1%	18%	0.5%	-12%
39	CCOc1cc(C)c(C(C)C)cc1S(=O)(=O)N1CCN(C)CC1	-3%	4%	-1.6%	-12%
40	CCn1c(=O)n(CC(=O)Nc2cccc(OC)c2)c(=O)c2ccccc21	0%	-1%	-1.0%	-5%
41	CC(C)CCn1c(=O)c2sccc2n2c(CCCC(=O)NC(C)c3ccccc3)nnc12 (stereo not drawn)	1%	4%	-1.7%	-14%[10.9 µM]
42	Cc1cccc(NC(=O)c2cn(-c3ccccc3)nc2-c2ccccc2)c1C	-7%	12%	?	9%[10.9 µM]
43	COc1ccc(-c2noc(-c3ccc(N4CCN(c5ccc(OC)cc5)CC4)c([N+](=O)[O-])c3)n2)cc1	-19%	5%	-2.0%	-1%[10.9 µM]
44	O=C(CCN1C(=O)C2CC=C(Cl)CC2C1=O)NC1CCCCC1 (stereo not drawn)	9%	-1%	0.7%	-8%
45	CCOC(=O)c1cccc(NC(=O)NCc2ccc3c(c2)CCN3C(=O)c2ccccc2)c1	9%	4%	3.6%	27%[10.9 µM]
46	CC(C)(C)c1cc2c(O)c(c1)Cc1cc(C(C)(C)C)cc(c1O)Cc1cc(C(C)(C)C)cc(c1O)Cc1cc(C(C)(C)C)cc(c1O)Cc1cc(C(C)(C)C)cc(c1O)Cc1cc(C(C)(C)C)cc(c1O)Cc1cc(C(C)(C)C)cc(c1O)Cc1cc(C(C)(C)C)cc(c1O)C2	0%[9.22 µM]	5%[9.22 µM]	-1.5%[11.4 µM]	-12%[10.9 µM]
47	Cc1oc(-c2cccc(Cl)c2)nc1CN1CCC(C(=O)NCc2ccco2)CC1	-7%	-1%	-1.4%	-21%
48	CCC[C@@H]1C[C@@]1(CCC)[C@@H](NC(=O)Oc1ccccc1)c1ccc(C(=O)OC)cc1	-8%	12%	.	-6%
49	CC1CN(CCc2ccccc2)c2nc3c(c(=O)[nH]c(=O)n3C)n2C1 (stereo not drawn)	11%	7%	-1.3%	-1%
50	Cc1ccc(C)c(CSc2nnc(-c3cccnc3)n2N)c1	-1%	-4%	0.9%	4%
51	COc1ccc(N2CCN(C(=O)CSCc3nc(-c4ccccc4Cl)oc3C)CC2)cc1	-16%	-9%	?	-15%[10.9 µM]
52	CC(=O)OC1CC2C(C)(C)C(=O)CC[C@]2(C)C2CC[C@]3(C)C(=CC(=O)OC3c3ccoc3)[C@]12C (stereo partly drawn)	3%	0%	.	-6%
53	CCOC(=O)CC(=O)CSc1nc2sc(C)cc2c(=O)n1Cc1ccco1	-11%	9%	3.3%	-19%
54	COc1ccc(CNC(=O)CCc2c(C)c3cc4c(C)coc4cc3oc2=O)cc1	20%	-3%	?	-5%[10.9 µM]
55	O=C(COC(=O)CCc1ccc(S(=O)(=O)N2CCOCC2)cc1)Nc1ccc(Cl)cn1	6%	-4%	3.0%	-5%
56	Cc1ccc(-n2c(CSc3nc(C)cc(C)n3)nnc2SCC(=O)Nc2nccs2)cc1	4%	5%	-0.6%	-5%
57	Cc1ccc(C)c(N2CCN(C(=O)c3cc4sccc4n3C)CC2)c1	2%	1%	?	.
58	Cn1c(=O)c2c(O)cc(=O)n(-c3ccccc3)c2n(C)c1=O	15%	16%	0.4%	13%
59	Cc1cc2ncn(C(=O)c3ccc4c(c3)OCO4)c2cc1C	1%	-6%	0.8%	0%
60	COC(=O)c1sc(NC(=O)CSc2nc3cccnc3n2C2CCCCC2)nc1C	-9%	23%	-0.5%	0%

In a second layout: four of the compounds above.
44. O=C(CCN1C(=O)C2CC=C(Cl)CC2C1=O)NC1CCCCC1 (stereo not drawn)
  p53ts 39C tox = 9%
  p53ts 32C tox = -1%
  IkB signaling = 0.7%
  Peg3 imprint = -8%
45. CCOC(=O)c1cccc(NC(=O)NCc2ccc3c(c2)CCN3C(=O)c2ccccc2)c1
  p53ts 39C tox = 9%
  p53ts 32C tox = 4%
  IkB signaling = 3.6%
  Peg3 imprint = 27%[10.9 µM]
46. CC(C)(C)c1cc2c(O)c(c1)Cc1cc(C(C)(C)C)cc(c1O)Cc1cc(C(C)(C)C)cc(c1O)Cc1cc(C(C)(C)C)cc(c1O)Cc1cc(C(C)(C)C)cc(c1O)Cc1cc(C(C)(C)C)cc(c1O)Cc1cc(C(C)(C)C)cc(c1O)Cc1cc(C(C)(C)C)cc(c1O)C2
  p53ts 39C tox = 0%[9.22 µM]
  p53ts 32C tox = 5%[9.22 µM]
  IkB signaling = -1.5%[11.4 µM]
  Peg3 imprint = -12%[10.9 µM]
47. Cc1oc(-c2cccc(Cl)c2)nc1CN1CCC(C(=O)NCc2ccco2)CC1
  p53ts 39C tox = -7%
  p53ts 32C tox = -1%
  IkB signaling = -1.4%
  Peg3 imprint = -21%

Next part:
No.	structure	p53ts 39C tox	p53ts 32C tox	IkB signaling	Peg3 imprint
61	CN1CCN(C(=O)CCn2nc(-c3ccccc3)c3ccccc3c2=O)CC1	7%	14%	0.8%	2%
62	CCCN(CCC)c1nn2c(=O)c(C(=O)NCc3cc(Br)ccc3OC)cnc2s1	-23%	-2%	?	-10%[10.9 µM]
63	Cc1ccc(S(=O)(=O)N2CCOCC2)cc1C(=O)NC1CCCCC1	9%	-1%	0.9%	-6%
64	Cc1ccc(C)n1-c1ccc(C(=O)NCC2CCCO2)cc1 (stereo not drawn)	-16%	-3%	2.7%	-12%
65	O=C(CSc1nnnn1C1CCCCC1)Nc1ccc2c(c1)OCO2	-7%	1%	0.7%	-15%
66	CCC(C(=O)NCc1ccco1)n1nc(-c2ccc(OC)cc2)ccc1=O (stereo not drawn)	-1%	26%	0.5%	-5%
67	CC(=O)c1cccc(NC(=O)CN2C(=O)COc3ccc(Cl)cc32)c1	1%	7%	2.7%	-1%
68	CCc1ccccc1NC(=O)N1CC(CC)Oc2ccc(Cl)cc21 (stereo not drawn)	?	-7%	1.0%	-12%[10.9 µM]
69	COCC(=O)N1CCC2(CCN(Cc3ccccc3OC)CC2)CC1	1%	-8%	2.1%[11.4 µM]	.
70	C1CSC2(N1)C1CC3CC(C1)CC2C3 (stereo not drawn)	11%	7%	0.8%	1%
71	CC(C)(C)c1ccc(-c2cc(N)n[nH]2)cc1	?	?	3.0%	-13%
72	CC(C)CCNC(=O)CCC(=O)NNc1nc2ccccc2c2nc(-c3ccccc3)nn12	?	13%	-1.9%	11%[10.9 µM]

Reprinted at random: 3 compounds from above.
No.	structure	p53ts 39C tox	p53ts 32C tox	IkB signaling	Peg3 imprint
64	Cc1ccc(C)n1-c1ccc(C(=O)NCC2CCCO2)cc1 (stereo not drawn)	-16%	-3%	2.7%	-12%
72	CC(C)CCNC(=O)CCC(=O)NNc1nc2ccccc2c2nc(-c3ccccc3)nn12	?	13%	-1.9%	11%[10.9 µM]
70	C1CSC2(N1)C1CC3CC(C1)CC2C3 (stereo not drawn)	11%	7%	0.8%	1%

Three compounds out of the list, sorted by molar mass, ascending:
No.	structure	p53ts 39C tox	p53ts 32C tox	IkB signaling	Peg3 imprint
63	Cc1ccc(S(=O)(=O)N2CCOCC2)cc1C(=O)NC1CCCCC1	9%	-1%	0.9%	-6%
66	CCC(C(=O)NCc1ccco1)n1nc(-c2ccc(OC)cc2)ccc1=O (stereo not drawn)	-1%	26%	0.5%	-5%
62	CCCN(CCC)c1nn2c(=O)c(C(=O)NCc3cc(Br)ccc3OC)cnc2s1	-23%	-2%	?	-10%[10.9 µM]
